INS-1E GSIS act: primary screen for activators of insulin secretion dependent on glucose, INS-1E cells, GLuc reporter luminescence; activation, % at 16.6 µM; INS-1E GLuc reporter insulin secretion, 2-3 h; actives 0.61% (n = 370,000);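 active = lowest replicate activation of at least 40%, so every replicate reaches that level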;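 note: 0% = median of neutral control wells and 100% = median of IBMX positive control wells; some compounds called inactive have numbers as strong as hits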
XiGFP reactiv: activators of X-chromosome reactivation in mouse fibroblasts; XiGFP mouse fibroblasts, % GFP-positive cells imaging, 3 d; cells co-treated with 5-aza-dC sensitizer; scaled so ellipticine positive control = 100%; activation, % at 7.58 µM; actives 0.055% (n = 360,000); AID 743238;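 active = mean normalized replicate activation at least 10% and every replicate at or above 10%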;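 note: 0% = median of on-plate neutral control wells and 100% = ellipticine 6 µM median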
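Material: XiGFP fibroblasts, SV40-immortalized. Buffer or medium: DMEM plus 5-aza-dC sensitizer. Compound: single concentration per compound, delivered by pin transfer. Times: 3 days compound exposure. Controls: ellipticine 6 µM.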
ARNT-TACC3 inh: disruptors of human ARNT/TACC3 interaction; AlphaScreen His-ARNT PAS-B/GST-TACC3 binding, luminescence; TACC3 fragment carries E629A point mutation; inhibition, % at 9.99 µM; actives 0.66% (n = 390,000);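 active = mean inhibition of replicates at least 50% and at least half of replicates each reaching 50%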;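 note: 0% = complete ARNT plus TACC3 wells and 100% = ARNT alone without TACC3; many hits fall short of the cut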
Active calls of the source: *.

Sequence of screens – INS-1E GSIS act	XiGFP reactiv	ARNT-TACC3 inh
1	CC12CCC(c3c1nc1ccccc1[n+]3[O-])C2(C)C (stereo unspecified)
    -2	0.4	-30
2	Cc1cnc(C(=O)Nc2nnc(SCc3c(Cl)cccc3Cl)s2)cn1
    0	0.1	0
3	CCCCN(CCCC)S(=O)(=O)c1ccc(NC(=O)c2ccc([N+](=O)[O-])cc2Cl)cc1
    -20	0.1	-4
4	CCN(CC)c1ccc(/C=N/OCC(=O)Nc2cccc(C)c2)cc1
    -9	0.0	33
5	O=C(O)CCSc1nnc(CNc2ccc(Cl)cc2)n1Cc1ccccc1
    9	0.0	-1
6	COc1ccc2c(C)cc(SCC(=O)NCCN3C(=O)CSC3=O)nc2c1
    16	-0.1	8
7	CC(C)c1ccc(/C=C(\c2nc3ccccc3[nH]2)S(=O)(=O)c2ccccc2)cc1
    -19	2.7	29
8	Cc1ccccc1CN(c1ccc(C(=O)NCC2CCCO2)cc1)S(C)(=O)=O (stereo unspecified)
    2	0.1	-1
9	Cc1ccnc(SCc2cc(=O)c(OC(=O)c3ccco3)co2)n1
    -7	0.2	2
10	O=C(Nc1nc2ccccc2s1)c1ccc2c(c1)OCO2
    5	-0.1	-6
11	COc1cc(/C=C2\SC(=O)N(CCNC(=O)c3cnc(C)cn3)C2=O)cc(OC)c1OC
    0	0.0	1
12	N=c1n(Cc2ccccc2)c2ccccc2n1Cc1ccccc1
    -6	0.1	-9
13	Cn1c2ccccc2c(=O)c2c(=O)n(-c3ccccc3)c(C3CCCCC3)nc21
    -39	0.0	-4
14	COc1ccc(-n2c(SCc3ccc([N+](=O)[O-])cc3)nnc2-c2ccccc2)cc1
    -36	0.1	-4
15	C/C(=N\NC(=O)COc1ccc(C(C)(C)C)cc1)c1ccc(OC(F)F)cc1
    -8	0.0	-5
16	COc1cc(C)c(/C=C(\C#N)C(=O)Nc2ccc(C)cc2)cc1C(C)C
    5	-0.1	20
17	C(=N\Nc1nc(N2CCOCC2)nc(N2CCOCC2)n1)/c1ccncc1
    2	0.0	-5
18	CC1CCCC(C)N1NC(=S)Nc1ccc(OC(F)F)cc1 (stereo unspecified)
    1	0.1	5
19	COc1ccc(C(=O)N/N=C(/C)c2ccc(N3CCCCC3)cc2)cc1
    9	0.0	-1
20	COc1ccc(CCNC(=O)CSc2nnc(-c3ccc(F)cc3)c3ccccc23)cc1OC
    -22	-0.4	-10
21	O=C(CSc1ccccn1)Nc1ccc2c(c1)oc1ccccc12
    -13	0.0	-3
22	CCNC(=S)N/N=C/c1ccc(OCc2ccc(C(=O)OC)cc2)cc1
    14	0.0	-2
23	CCOc1ccc(NC(=S)NC(=O)c2c(Br)cnn2C)c([N+](=O)[O-])c1
    -12	1.1	-13
24	CN(c1ccccc1C(=O)Nc1ccc(S(=O)(=O)N2CCOCC2)cc1)S(C)(=O)=O
    9	0.0	-10
25	Cc1cc(C)c(C)c(S(=O)(=O)N2CCN(CC(=O)Nc3ccc([N+](=O)[O-])cc3)CC2)c1C
    122*	0.0	-10
26	CCOC(=O)CNC(=O)/C=C/c1c(Cl)cccc1Cl
    3	-0.1	-7
27	O=C(Nc1nc(-c2ccc(F)cc2)cs1)C1CCCO1 (stereo unspecified)
    19	0.6	-19
28	O=C(CC(c1cccs1)S(=O)(=O)c1ccccc1)c1ccc(F)cc1 (stereo unspecified)
    7	0.2	2
29	CCC(C(=O)Nc1ccncc1)c1ccccc1 (stereo unspecified)
    6	0.0	1
30	Cc1ccc(NS(=O)(=O)c2ccc(Cl)c(C(=O)Nc3ccccc3-c3nc4ccccc4[nH]3)c2)cc1C
    14	-0.1	-4

The list goes on, starting with the last 2 of the part before.
Sequence of screens – INS-1E GSIS act	XiGFP reactiv	ARNT-TACC3 inh
29	CCC(C(=O)Nc1ccncc1)c1ccccc1 (stereo unspecified)
    6	0.0	1
30	Cc1ccc(NS(=O)(=O)c2ccc(Cl)c(C(=O)Nc3ccccc3-c3nc4ccccc4[nH]3)c2)cc1C
    14	-0.1	-4
31	CCC1CCCCN1CC(O)Cn1c2ccccc2n2c(=O)cc(C)c(C#N)c12 (stereo unspecified)
    29	0.9	-10
32	CC1=C(C(=O)OCC(C)C)C(c2ccsc2)C2=C(CCCC2=O)N1 (stereo unspecified)
    -20	0.3	-1
33	Cc1ccc(NC(=O)CSCC#N)cc1Cl
    16	3.6	-3
34	COc1cc(NC(=S)N2CCN(C/C=C/c3ccccc3)CC2)cc(OC)c1
    -32	-0.1	12
35	CCOc1ccc(N(CC(=O)Nc2ccccc2C(=O)N2CCOCC2)S(=O)(=O)c2ccc(F)cc2)cc1
    -18	0.1	-4
36	Cc1ccc(NC(=O)COC(=O)CCc2nc3ccccc3n2-c2ccccc2)c(C)c1
    7	0.0	1
37	CCOC(=O)N/N=C/C=C/c1ccccc1
    1	-0.1	1
38	Cc1nc2ccc(F)cc2cc1C(=O)Nc1cccc(Cl)c1C
    11	0.1	-1
39	CCn1cc(C(=O)Nc2sc(C)c(C)c2C(=O)OC)cn1
    13	0.0	-4
40	O=C(N/N=C\c1cccc(OC(=O)c2ccco2)c1)c1ccc2c(c1)OCO2
    -8	0.1	-7
41	Cn1c(N/N=C/c2cc3ccccc3nc2Cl)nc2ccccc21
    2	0.0	2
42	Cn1c(=O)c2c(ncn2CC(=O)OCC(=O)NCc2ccc(Cl)cc2)n(C)c1=O
    1	0.1	-5
43	O=C(Nc1cccc(C(F)(F)F)c1)Nc1ccc(N2CCCC2)c(S(=O)(=O)Nc2ccccc2Cl)c1
    -29	0.9	-3
44	Cc1ccc(CSCCC(=O)NCCC2=CCCCC2)cc1
    -7	1.0	-3
45	COc1ccc(C2=NN(S(C)(=O)=O)C(c3ccc4nccnc4c3)C2)cc1 (stereo unspecified)
    39	0.3	2
46	COc1cc(OC)cc(C(=O)NCC(=O)OCc2csc(-c3ccccc3)n2)c1
    -24	0.1	-3
47	COc1cc(S(=O)(=O)Nc2cccc(C)c2)ccc1NC(=O)c1cccnc1
    0	0.1	3
48	O=c1oc2cc(O)ccc2cc1-c1nc2c(s1)CCc1ccccc1-2
    -33	95*	-18
49	N#Cc1ccc(Cl)cc1NC(=O)COC(=O)[C@H](CCC(N)=O)NC(=O)c1ccc(F)cc1
    -5	-0.2	2
50	COc1ccc(C2OCC3(CO2)SC(=O)NC3=O)cc1 (stereo unspecified)
    3	0.0	-3
51	Cc1ccc(CSCCNS(=O)(=O)c2ccc(C)cc2)cc1
    -25	0.1	-9
52	Cc1nn(C)cc1CN(C)C(=O)CC12CC3CC(CC(C3)C1)C2
    -11	0.0	-4
53	CCOC(=O)c1cc(CC)sc1NC(=O)CC1Sc2ccc(C(F)(F)F)cc2NC1=O (stereo unspecified)
    -2	0.3	-1
54	Cc1ccc(C)c(S(=O)(=O)N2CCCOC2CNC(=O)C(=O)NCCC2=CCCCC2)c1 (stereo unspecified)
    -27	0.0	-1
55	CCOC(=O)N=Nc1c(O)n(CC)c2ccccc12
    34	0.0	4
56	CC(C)CC(NC(=O)c1ccccc1)C(=O)N/N=C/c1ccco1 (stereo unspecified)
    22	-0.1	5
57	COc1cc2oc(=O)c3c(c2cc1OCC(=O)c1c(C)n(C)c2ccccc12)CCCC3
    19	0.2	3
58	C=CCNC(=S)N/N=C/c1ccc(C)c([N+](=O)[O-])c1
    15	0.3	0
59	C/C(=N\NC(=O)c1ccc(C)cc1C)c1ccc2c(c1)OCO2
    -7	-0.1	6
60	CC(=O)N1CCN(c2ccc(NC(=O)c3ccc(OCc4ccccc4)cc3)cc2)CC1
    4	-0.1	-4
61	COc1ccc(OC)c(/C=C/C(=O)OCC(=O)Nc2cccc(C(C)=O)c2)c1
    -5	0.4	-7
62	CC(C)c1ccc(/C=N/NC(=O)c2c(Cl)cnn2C)cc1
    11	0.1	-5
63	O=C(CCSCCC(=O)Nc1ccccc1F)Nc1ccccc1F
    -4	0.1	-16
64	N#CCCN(Cc1ccccc1)C(=S)Nc1ccccc1
    -2	0.1	-9
65	O=C(Nc1ccc2c(c1)OCCO2)C1CC1c1ccccc1 (stereo unspecified)
    9	0.2	-3
66	Cc1nc2n(COCCO)cnn2c(=O)c1Br
    16	0.1	-5
67	O=C(Nc1ccc(F)c(Cl)c1)NC1CC1
    3	0.0	-2
68	CC(C)C(NC(=S)Nc1ccccc1)C(=O)O (stereo unspecified)
    13	0.2	1
69	O=C(COC(=O)c1ccc2ncsc2c1)Nc1ncc(Cl)cc1Cl
    11	0.3	-14
70	Cc1ccc(-n2nc(CC#N)c(C#N)c2N)cc1Cl
    6	-0.1	17
71	COc1ccc(/C=N/N2C(=O)c3ccccc3C2=O)cc1
    -5	0.0	-6
72	C=C1CC(C(=O)N/N=C/c2ccc(O)cc2)C1
    6	0.0	-4
73	COc1ccc(CN2C(=O)/C(=C/c3ccncc3)SC2=S)cc1
    -11	0.6	2
74	Cc1cc(C)n(CC(=O)N2N=C(C(F)F)CC2(O)C(F)F)n1 (stereo unspecified)
    13	-0.2	-4
75	COc1ccc(N2C(=O)/C(=C/c3cccnc3)NC2=S)cc1
    24	-0.1	-11
76	CC(C)CCNc1nc(N)c([N+](=O)[O-])c(NCC2CCCO2)n1 (stereo unspecified)
    6	0.2	-1
77	O=C(/C=C/c1cccc([N+](=O)[O-])c1)NCCSCc1ccccc1Cl
    -19	-0.1	-17
78	CCS(=O)(=O)c1ccc(O)c(NC(=O)COc2ccc(C)cc2)c1
    26	0.0	-4
79	Nc1ccc(C(=O)OCC(=O)Nc2ccc([N+](=O)[O-])cc2C(F)(F)F)cc1
    -13	-0.4	3
80	COC(=O)CCSc1cc([N+](=O)[O-])cc2c1c(C1OCCO1)nn2-c1ccccc1
    -16	-0.2	6
81	CC(C)(Oc1ccc(Cl)cc1)C(=O)NC1=NN(c2ccccc2)C(=O)C1
    -5	-0.1	1
82	CC(=O)NNS(=O)(=O)c1ccccc1[N+](=O)[O-]
    18	0.0	-6
83	CC1CC(C)CN(C(=O)/C(=C\c2ccccc2)c2ccccc2)C1 (stereo unspecified)
    -16	-0.1	-18
84	CCOC(=O)c1c(NC(=O)CN2CCCc3ccccc32)sc(C)c1C
    -34	-0.1	-3
85	CC(C)(C)c1ccc(C(=O)NC(=S)Nc2ccc(N3CCOCC3)cc2)cc1
    51	-0.4	-11
86	O=C1CCCC2=C1C(c1cccs1)Nc1ccccc1N2 (stereo unspecified)
    -1	0.0	-1
87	O=C(Nc1ccc2cn[nH]c2c1)c1ccccc1F
    26	0.2	-9
88	COc1ccccc1NC(CC(=O)c1ccccc1)C(=O)OCC(=O)c1ccc(F)cc1 (stereo unspecified)
    -3	0.3	-2
89	CCOc1ccccc1OCCOCCOc1c(Cl)cccc1Cl
    -14	0.0	3
90	Cc1ccc(N=C/C(C(=O)C(F)(F)F)=C(\O)c2ccco2)cc1Cl
    -12	0.2	1

Screen by screen, quoted from above.
INS-1E GSIS act, nos. 72–83, in order: 6, -11, 13, 24, 6, -19, 26, -13, -16, -5, 18, -16

Individual results from the results shown:
`COC(=O)CCSc1cc([N+](=O)[O-])cc2c1c(C1OCCO1)nn2-c1ccccc1` in ARNT-TACC3 inh is listed with 6
`CCS(=O)(=O)c1ccc(O)c(NC(=O)COc2ccc(C)cc2)c1` in ARNT-TACC3 inh is listed with -4

(list continues)
Sequence of screens – INS-1E GSIS act	XiGFP reactiv	ARNT-TACC3 inh
91	COc1ccc(CNC(=O)COC(=O)C2CC3C=CC2C3)cc1 (stereo unspecified)
    -6	0.0	0
92	Cc1cccc(C)c1NC(=S)N=Nc1c(O)n(C)c2ccc(S(=O)(=O)N3CCOCC3)cc12
    -13	0.0	0
93	CC1CCCN(S(=O)(=O)c2ccc(S(=O)(=O)N3CCC4(CC3)OCCO4)cc2)C1 (stereo unspecified)
    9	0.4	-7
94	COc1ccc(NCc2ccccc2[N+](=O)[O-])cc1OC
    -19	0.0	11
95	CCOc1ccc(Cc2n[nH]c(=S)n2N)cc1
    -3	-0.1	-7
96	O=C(Nc1cc(C(F)(F)F)ccc1Cl)C(Sc1nnc(-c2cccs2)o1)c1ccccc1 (stereo unspecified)
    -16	-0.1	-1
97	COc1ccc(/C(C)=N\NS(C)(=O)=O)c(OC)c1
    46	0.0	-3
98	COc1ccc(N(C(C)C(=O)N/N=C/c2ccc(OCC(C)C)cc2)S(C)(=O)=O)cc1 (stereo unspecified)
    -23	0.2	1
99	Cc1cccc(NC(=O)c2cc([N+](=O)[O-])ccc2NC2CCCCC2)c1
    -20	0.0	-2

Retrieved by structure from the entries so far (4):
Sequence of screens – INS-1E GSIS act	XiGFP reactiv	ARNT-TACC3 inh
93	CC1CCCN(S(=O)(=O)c2ccc(S(=O)(=O)N3CCC4(CC3)OCCO4)cc2)C1 (stereo unspecified)
    9	0.4	-7
97	COc1ccc(/C(C)=N\NS(C)(=O)=O)c(OC)c1
    46	0.0	-3
95	CCOc1ccc(Cc2n[nH]c(=S)n2N)cc1
    -3	-0.1	-7
96	O=C(Nc1cc(C(F)(F)F)ccc1Cl)C(Sc1nnc(-c2cccs2)o1)c1ccccc1 (stereo unspecified)
    -16	-0.1	-1

Bioassay records (PubChem)

This is a subset (hit frequency here may not be typical).
